Source: PubChem BioAssay (Broad Institute)
U2OS ROS induce: cancer cell ROS induction; U2OS ROS induction, H2DCF-DA fluorescence; ROS induction (% of piperlongumine), % at 10 µM; actives 2% (n = 46,000); in the data active = ROS induction above about 79%, passing the limit was not always enough; inconclusive = no clear call, values can overlap the other calls;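 also: 0% = DMSO vehicle median and 100% = reference compound median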
Numbers without * were called inactive; u = inconclusive. A portion of the library; the hit share may differ from the screen's.

| compound | U2OS ROS induce |
| --- | --- |
| CC(C)NC(=O)Nc1cccc2c1O[C@@H](CN(C)C(=O)Nc1ccccc1)[C@@H](C)CN([C@H](C)CO)C2=O | 9 |
| COc1ccc(C)cc1S(=O)(=O)N(C)CC(=O)Nc1ccc(F)c(Cl)c1 | 4 |
| C[C@@H]1CN([C@H](C)CO)C(=O)Cc2cc(NC(=O)NC3CCCCC3)ccc2O[C@@H]1CN(C)C(=O)Nc1ccc(C(F)(F)F)cc1 | -4 |
| C[C@H]1CN([C@@H](C)CO)C(=O)c2cccc(NC(=O)c3ccc(-c4nccs4)cc3)c2O[C@H]1CN(C)Cc1ccc(C(=O)Nc2ccccc2N)cc1 | 28 |
| C[C@H]1CN([C@@H](C)CO)C(=O)c2cc(NS(=O)(=O)c3ccc(Cl)cc3)ccc2O[C@H]1CN(C)Cc1ccc(Oc2ccccc2)cc1 | u |
| C[C@H]1CN([C@@H](C)CO)C(=O)c2cccc(NC(=O)Nc3ccccc3)c2O[C@@H]1CN(C)CC1CCCCC1 | 22 |
| CCN(CC(N)=O)S(=O)(=O)c1ccc2ccccc2c1 | -7 |
| Cc1ccc(S(=O)(=O)Nc2ccc3c(c2)CC(=O)N([C@@H](C)CO)C[C@H](C)[C@H](CN(C)Cc2ccc(Cl)c(Cl)c2)O3)cc1 | 27 |
| CC1(C)S[C@@H]2[C@H](NC(=O)[C@H](NC(=O)N3CCNC3=O)c3ccccc3)C(=O)N2[C@H]1C(=O)O | -4 |
| CN1CCc2cc(Cl)c(O)cc2[C@@H](c2ccccc2)C1 | -2 |
| C[C@@H]1CN([C@@H](C)CO)C(=O)c2cccc(NC(=O)C3CC3)c2O[C@H]1CN(C)S(=O)(=O)c1ccccc1 | -7 |
| C[C@H]1CN([C@@H](C)CO)C(=O)Cc2cc(NS(=O)(=O)c3cn(C)cn3)ccc2O[C@@H]1CN(C)S(=O)(=O)c1ccc(F)cc1 | 4 |
| Cc1noc(C)c1S(=O)(=O)Nc1cccc2c1O[C@H](CN(C)C(=O)Nc1ccc(F)cc1)[C@H](C)CN([C@H](C)CO)C2=O | -6 |
| COc1ccc(S(=O)(=O)N(C)C[C@@H]2Oc3ccc(NS(=O)(=O)c4c(C)noc4C)cc3C(=O)N([C@H](C)CO)C[C@@H]2C)cc1 | 3 |
| COc1cccc2cc(C(=O)CC3(O)C(=O)N(Cc4ccccc4)c4ccc(Br)cc43)c(=O)oc12 (stereo unspecified) | u |
| COCCCN1C(=O)[C@@]2(Cc3ccccc31)c1ccccc1C(=O)N(Cc1ccccc1C(F)(F)F)[C@H]2c1ccc(CO)cc1 | -1 |
| C[C@H]1CN([C@@H](C)CO)C(=O)Cc2cc(NS(=O)(=O)c3ccc(F)cc3)ccc2O[C@@H]1CN(C)S(=O)(=O)c1ccc(F)cc1 | 36 |
| C=CCN1C(=O)[C@]2(O[C@H](CCO)[C@@H]([Si](C)(C)c3ccc(OC)cc3)[C@@H]2C)c2cc(NC(C)=O)ccc21 | 18 |
| C=CC[C@H](OC(=O)Nc1ccc(OC)cc1)c1ccc(OCCO)cc1 | 55 |
| C[C@@H]1CN([C@@H](C)CO)C(=O)c2cccc(NC(=O)Nc3ccc(F)cc3)c2O[C@H]1CN(C)C(=O)Nc1ccc2c(c1)OCO2 | 4 |
| O=C1O[C@@H](c2ccccc2)[C@@H](c2ccccc2)N2[C@@H](c3ccc(OCCO)cc3)[C@]3(C(=O)Nc4ccc(C#CCCO)cc43)[C@@H](C(=O)N3CCN(c4ncccn4)CC3)[C@H]12 | 37 |
| C[C@@H]1CN([C@H](C)CO)C(=O)CCCn2nncc2CO[C@@H]1CN(C)C(=O)C1CC1 | 4 |
| C[C@@H]1CN([C@H](C)CO)C(=O)c2cc(NC(=O)Cc3ccccc3)ccc2O[C@@H]1CN(C)Cc1ccncc1 | -4 |
| Cc1ccc(C(=O)Nc2ccc(-c3cn4c(n3)SCC4)cc2)cc1C | -5 |
| Cc1ccc(-n2c(C)nc3sc4c(c3c2=O)CCC4)cc1 | 14 |
| Cc1ccc(S(=O)(=O)N(C)C[C@H]2Oc3ccc(NC(=O)C4CC4)cc3C(=O)N([C@@H](C)CO)C[C@@H]2C)cc1 | 12 |
| Cc1noc(C)c1S(=O)(=O)Nc1ccc2c(c1)CC(=O)N([C@@H](C)CO)C[C@H](C)[C@@H](CN(C)Cc1ccc(C(F)(F)F)cc1)O2 | 22 |
| C[C@@H]1CCCCO[C@H](CN(C)Cc2ccccc2)[C@@H](C)CN([C@H](C)CO)C(=O)c2cc(NC(=O)CCCN(C)C)ccc2O1 | -7 |
| Cc1cccc(-c2nnc(SCC(=O)Nc3ccccc3F)o2)c1 | -3 |
| C[C@H](CO)N1C[C@H](C)[C@H](CN(C)Cc2ccc3c(c2)OCO3)Oc2ccc(NS(=O)(=O)c3ccccc3)cc2CC1=O | -3 |
| C[C@H]1CN([C@@H](C)CO)C(=O)Cc2cc(NS(=O)(=O)c3ccccc3)ccc2O[C@H]1CN(C)S(=O)(=O)c1ccc(Cl)cc1 | 26 |
| COc1ccc(CN(C)C[C@@H]2Oc3ccc(NC(=O)Cc4ccccc4)cc3CC(=O)N([C@H](C)CO)C[C@@H]2C)cc1 | 16 |
| COc1ccc(Cl)c(C(=O)OCC(=O)Nc2ccc(F)cc2)c1 | -1 |
| CCCCC(=O)/C=C/n1c(=S)oc2ccccc21 | 19 |
| Cc1cccc(C)c1OCc1nnc2c3cnn(-c4ccccc4)c3ncn12 | -21 |
| COc1ccc(C(=O)NCc2cn3ccsc3n2)cc1OC | 6 |
| O=C(NO)c1cccc(C(=O)N/N=C/c2ccc(O)c(O)c2)c1 | -18 |
| COc1ccc(C2N(C(=O)c3ccccc3)CCN2C(=O)c2ccc(C)cc2)cc1 (stereo unspecified) | -6 |
| CNC[C@H]1Oc2ccc(NC(=O)Cc3ccccc3)cc2CC(=O)N([C@@H](C)CO)C[C@H]1C | -6 |
| C[C@H]1CN([C@@H](C)CO)C(=O)c2cccc(NC(=O)c3ccncc3)c2O[C@@H]1CN(C)C(=O)Nc1cccc2ccccc12 | -3 |
| Nc1ncnc2c1[nH]c(=S)n2CCOc1cccc2ccccc12 | 9 |
| C[C@@H]1CN([C@H](C)CO)C(=O)c2cccc(NC(=O)Nc3ccc(F)cc3)c2O[C@@H]1CN(C)S(=O)(=O)c1ccc(Cl)cc1 | 4 |
| CCOC(=O)c1csc(-c2cccs2)n1 | -1 |
| COc1ccc(C#Cc2ccc3c(c2)[C@]2(C(=O)N3)[C@H](c3ccccc3OCCO)N3[C@H](c4ccccc4)[C@H](c4ccccc4)OC(=O)[C@H]3[C@@H]2C(=O)N2CCN(c3ncccn3)CC2)cc1 | 19 |
| C[C@H]1CN([C@@H](C)CO)C(=O)c2cc(NC(=O)CCN3CCOCC3)ccc2O[C@@H]1CN(C)Cc1ccc(C(=O)Nc2ccccc2N)cc1 | 20 |

Reformatted field by field: three of the compounds above.
compound: Cc1noc(C)c1S(=O)(=O)Nc1cccc2c1O[C@H](CN(C)C(=O)Nc1ccc(F)cc1)[C@H](C)CN([C@H](C)CO)C2=O
  U2OS ROS induce = -6

compound: COc1ccc(S(=O)(=O)N(C)C[C@@H]2Oc3ccc(NS(=O)(=O)c4c(C)noc4C)cc3C(=O)N([C@H](C)CO)C[C@@H]2C)cc1
  U2OS ROS induce = 3

compound: COc1cccc2cc(C(=O)CC3(O)C(=O)N(Cc4ccccc4)c4ccc(Br)cc43)c(=O)oc12 (stereo unspecified)
  U2OS ROS induce = u

Continuation.
| compound | U2OS ROS induce |
| --- | --- |
| C[C@H](CO)N1C[C@H](C)[C@H](CN(C)Cc2ccc(C(=O)Nc3ccccc3N)cc2)Oc2c(NS(=O)(=O)c3ccc(Cl)cc3)cccc2C1=O | 61 |
| C[C@@H]1CN([C@H](C)CO)C(=O)c2cccc(N(C)C)c2O[C@H]1CN(C)C(=O)Nc1ccccc1 | -6 |
| O=C(CSc1nc2ccccc2[nH]1)Nc1ccc2c(c1)oc1ccccc12 | -1 |
| Cc1ccc(S(=O)(=O)Nc2ccc3c(c2)C(=O)N([C@@H](C)CO)C[C@@H](C)[C@@H](CN(C)C(=O)Nc2ccc(F)cc2)O3)cc1 | 12 |
| C[C@@H]1CN([C@H](C)CO)C(=O)Cc2cc(NC(=O)Nc3ccc(F)cc3)ccc2O[C@H]1CN(C)C | 0 |
| CC(C)(Oc1ccc(Cl)cc1)C(=O)NC1CCCCNC1=O (stereo unspecified) | -10 |
| Cc1ccc(S(=O)(=O)Nc2cccc3c2O[C@H](CN(C)C)[C@H](C)CN([C@H](C)CO)C3=O)cc1 | 3 |
| C[C@@H]1CN([C@H](C)CO)C(=O)c2cccc(NC(=O)c3ccc(-c4nccs4)cc3)c2O[C@H]1CN(C)C(=O)Nc1ccc(C(F)(F)F)cc1 | -3 |
| COc1ccc(NC(=O)N(C)C[C@@H]2Oc3c(NS(=O)(=O)c4ccc(F)cc4)cccc3C(=O)N([C@@H](C)CO)C[C@H]2C)cc1 | -15 |
| S=C(Nc1ccc(Cl)c(Cl)c1)NC1CCCC1 | -1 |
| C[C@@H]1CN([C@@H](C)CO)C(=O)c2cccc(NC(=O)Nc3ccccc3)c2O[C@@H]1CN(C)S(=O)(=O)c1ccc(F)cc1 | 15 |
| N#Cc1ccc(CSc2ccccn2)c(Cl)c1 | -5 |
| C[C@H](CO)N1C[C@H](C)[C@H](CN(C)C(=O)Nc2ccccc2)Oc2c(NC(=O)c3nc4ccccc4s3)cccc2C1=O | 14 |
| C[C@@H]1CN([C@H](C)CO)C(=O)Cc2cc(NC(=O)Cc3cn(C)c4ccccc34)ccc2O[C@H]1CN(C)CC1CC1 | 9 |
| C[C@@H]1CN([C@H](C)CO)C(=O)Cc2cc(N(C)C)ccc2O[C@@H]1CN(C)S(=O)(=O)c1cccs1 | 2 |
| N#Cc1c(-n2cccc2)sc2c1CCCC2 | -10 |
| COc1ccc(C(=O)NCCc2nnc3ccc(SCC(=O)Nc4ccc(C)cc4C)nn23)cc1 | -13 |
| Cc1noc(C)c1S(=O)(=O)Nc1ccc2c(c1)C(=O)N([C@@H](C)CO)C[C@@H](C)[C@@H](CN(C)C(=O)Nc1ccc3c(c1)OCO3)O2 | -7 |
| CC(C)NC(=O)N(C)C[C@H]1Oc2c(NC(=O)Nc3ccccc3)cccc2C(=O)N([C@H](C)CO)C[C@H]1C | 9 |
| CNC(=O)CCC(=O)Nc1ccc(C(=O)OC)cc1 | 5 |
| C[C@H]1CN([C@@H](C)CO)C(=O)c2cccc(NC(=O)c3ccncc3)c2O[C@@H]1CN(C)C(=O)Nc1ccccc1 | -7 |
| C[C@@H]1CCCCO[C@H](CN(C)Cc2ccncc2)[C@@H](C)CN([C@H](C)CO)C(=O)c2cc(N(C)C)ccc2O1 | 17 |
| COc1ccccc1NC(=O)C1C=C2C=CC=CC2OC1=Nc1ccccc1F (stereo unspecified) | 47 |
| O=S(=O)(Cc1ccc(C(F)(F)F)cc1)c1ccc(Cl)cc1 | -5 |
| Nc1cc(C(Cl)=C(Cl)Cl)c(S(N)(=O)=O)cc1S(N)(=O)=O | -8 |
| COc1ccc(S(=O)(=O)Nc2ccc3c(c2)CC(=O)N([C@H](C)CO)C[C@H](C)[C@H](CN(C)C(=O)Nc2ccc(C(F)(F)F)cc2)O3)cc1 | 27 |
| COc1cccc(/C=C/c2cc(C(F)(F)F)[nH]c(=O)n2)c1OCC(=O)O | 17 |
| O=C(Nc1ccc(S(=O)(=O)NCC2CCCO2)cc1)c1cc(-c2ccccc2)nc2ccccc12 (stereo unspecified) | 27 |
| O=C(c1ccccc1)C(c1ccccc1)n1nnc2ccccc21 (stereo unspecified) | -18 |
| COc1ccc(C(=O)NCCSc2ccccn2)cc1 | -11 |

Random excerpt: 4 entries already listed.
| compound | U2OS ROS induce |
| --- | --- |
| Nc1cc(C(Cl)=C(Cl)Cl)c(S(N)(=O)=O)cc1S(N)(=O)=O | -8 |
| C[C@@H]1CCCCO[C@H](CN(C)Cc2ccncc2)[C@@H](C)CN([C@H](C)CO)C(=O)c2cc(N(C)C)ccc2O1 | 17 |
| N#Cc1c(-n2cccc2)sc2c1CCCC2 | -10 |
| O=C(c1ccccc1)C(c1ccccc1)n1nnc2ccccc21 (stereo unspecified) | -18 |

Further compounds:
| compound | U2OS ROS induce |
| --- | --- |
| C[C@@H]1CN([C@@H](C)CO)C(=O)c2cc(NC(=O)Nc3cccc4ccccc34)ccc2O[C@@H]1CN(C)C(=O)Nc1ccccc1 | 16 |
| Cc1noc(C)c1S(=O)(=O)N(C)C[C@@H]1OCCCC[C@@H](C)Oc2ccc(NC(=O)C3CCCCC3)cc2C(=O)N([C@H](C)CO)C[C@@H]1C | u |
| COc1ccc(S(=O)(=O)N(C)C[C@@H]2Oc3c(NC(=O)Nc4c(C)noc4C)cccc3C(=O)N([C@@H](C)CO)C[C@H]2C)cc1 | -4 |
| O=c1c(-c2ccc(O[C@@H]3O[C@H](CO)[C@@H](O)[C@H](O)[C@H]3O)cc2)coc2c([C@@H]3O[C@H](CO)[C@@H](O)[C@H](O)[C@H]3O)c(O)cc(O)c12 | -5 |
| C[C@@H]1CN([C@@H](C)CO)C(=O)c2cc(NC(=O)Nc3ccc(F)cc3)ccc2O[C@@H]1CN(C)CC1CCCCC1 | -20 |
| Cc1ccc(S(=O)(=O)N(C)C[C@H]2Oc3ccc(NS(=O)(=O)c4cccs4)cc3CC(=O)N([C@H](C)CO)C[C@H]2C)cc1 | 1 |
| COC(=O)c1c(C)ncc2c1COC(C)OC2 (stereo unspecified) | u |
| CC(=O)NCCc1ccc(S(=O)(=O)N2CCCCC2)cc1 | -2 |
| C[C@@H]1CN([C@H](C)CO)C(=O)c2cc(NC(=O)Nc3ccc4c(c3)OCO4)ccc2O[C@H]1CN(C)Cc1ccccc1 | -3 |
| Cc1ccc(NC(=O)COc2ccc(Br)cc2)cc1NC(=O)c1ccccc1 | -4 |
| C[C@@H]1CN([C@H](C)CO)C(=O)Cc2cc(NS(C)(=O)=O)ccc2O[C@H]1CN(C)CC1CC1 | 0 |
| C[C@H]1CN([C@@H](C)CO)C(=O)Cc2cc(NS(=O)(=O)c3cccs3)ccc2O[C@@H]1CN(C)Cc1ccc2c(c1)OCO2 | 1 |
